# TbPYK inhibitor = qHTS of Trypanosoma Brucei Inhibitors | pyruvate kinase (Trypanosoma brucei), Q57TT1 | 410,000 tested, 0.12% active | Potency, µM (series often up to 76.8 µM), for the others: top-dose activity, negative = inhibition, most hits filed as inhibitors | AID 624173, 2012 | TbPYK enzyme, Kinase-Glo Plus ATP luminescence, 45 min; active = well fitted inhibition curve with a large enough effect; also: nearly all actives have a fitted effect of over 50% in size
#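 Luminescent Kinase-Glo Plus end-point after 45 min room-temperature reaction of T. brucei pyruvate kinase started with 130 uM ADP (final). Buffer TEA 50 mM pH 7.2 with KCl, MgCl2, BSA, Tween-20; titration-based qHTS with fitted concentration-effect curves.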
# * = called active by the depositor; [ ] = another dose, or the depositor's remark. % is scaled to controls: 0 for no effect and ±100 for the full control effect; potency is read from the fitted curve at half-maximal effect. A portion of the library; the hit share may differ from the screen's.
SMILES,TbPYK inhibitor
COc1ccc(OC)c(NC(=O)c2oc3c(c2C)-c2nn(Cc4ccc(Cl)cc4)cc2CC3)c1,-7%
COC(=O)N1CCC2(CCN(Cc3nccs3)CC2)CC1,0%
CCN(CC)C(=O)c1c(-c2ccccc2)c(-c2ccccc2)nn(CC)c1=O,-2%
COc1cc(/C=N/NC(=O)c2cc(-c3cccc(Br)c3)nc3ccccc23)cc(OC)c1O,-17%
CC(/C=N/NC(=O)c1ccccc1C)=C\c1ccccc1,7%
CN(CC(=O)Nc1ccccc1F)S(=O)(=O)c1ccc2c(c1)c(=O)n(C)c(=O)n2C,1%
CCCS(=O)(=O)NC(=O)C1(C)CCN(C(=O)c2cc(F)ccc2C)C1 (stereo not drawn),5%
CC(C)c1ccc(N2C(=O)CS(=O)(=O)C23C(=O)N(Cc2cccc(F)c2)c2ccccc23)cc1 (stereo not drawn),-3%
CCOc1ccccc1CNC(=O)C1CCCN(S(=O)(=O)c2ccc3c(ccn3C)c2)C1 (stereo not drawn),-5%
CC(C)(C)OC(=O)n1cccc1/C=C1\c2ccccc2C(=O)N1c1ccccc1,2%

# The final four entries of the section before come first, to join the parts.
SMILES,TbPYK inhibitor
CCCS(=O)(=O)NC(=O)C1(C)CCN(C(=O)c2cc(F)ccc2C)C1 (stereo not drawn),5%
CC(C)c1ccc(N2C(=O)CS(=O)(=O)C23C(=O)N(Cc2cccc(F)c2)c2ccccc23)cc1 (stereo not drawn),-3%
CCOc1ccccc1CNC(=O)C1CCCN(S(=O)(=O)c2ccc3c(ccn3C)c2)C1 (stereo not drawn),-5%
CC(C)(C)OC(=O)n1cccc1/C=C1\c2ccccc2C(=O)N1c1ccccc1,2%
COc1ccc(C(C)(NC(C)=O)c2nc(-c3cnc4ccccc4c3)cs2)cc1 (stereo not drawn),-1%
Cc1ccc(C)c(NC(=O)c2cc(S(=O)(=O)NCc3ccccc3)ccc2F)c1,-5%
Oc1ccc(C[C@H]2CNC(=S)N2CC2CCCN2C[C@H](Cc2ccccc2)N2C[C@H](Cc3ccc(O)cc3)N(CCc3ccccc3)C2=S)cc1 (stereo partly drawn),1%
Cc1ccc(NC(=O)/C=C/c2ccco2)cc1F,-3%
CC1(Cc2ccccc2OC(F)(F)F)C(=O)Nc2ccc(-c3ccsc3)cc21 (stereo not drawn),4%
C#CCOCCOCCOCCNc1nc(N2CCN(C(=O)[C@H](C)n3cc(CCC(=O)O)nn3)CC2)nc(N2CCN(C(=O)[C@H](Cc3ccc(O)cc3)n3cc(CCO)nn3)CC2)n1,1%
CCOC(=O)c1cc(S(=O)(=O)Nc2ccc(C)cc2Cl)[nH]n1,-1%
CCc1ccc(-n2nc(CO)c(C(=O)NCCCCc3ccccc3)n2)cc1,1%
COc1ccc(S(=O)(=O)NCC(c2ccco2)N2CCN(c3ccc(F)cc3)CC2)cc1C (stereo not drawn),0%
O=C(Nc1ccccc1F)c1cnc(N2CCCCC2)c2ccccc12,2%
CC(C)c1nn2c(=O)cc(COC(=O)c3ccccc3Cl)nc2s1,-4%
COc1cccc(CNC(=O)CCCn2c(=O)c3cccn3c3ccc(F)cc32)c1OC,0%
CC(C)(C)OC(=O)[C@H](Cc1ccccc1)NC(=O)c1[nH]cnc1C(=O)Nc1ccccc1F,7%
CN1CCN(c2ccc(CNC(=O)C3(C)Cc4c(-c5ccc6c(c5)OCO6)ccnc4O3)cc2)CC1 (stereo not drawn),7%
Cc1nc(-c2ccc(F)cc2)sc1CCNC(=O)c1ccco1,3%
CCOc1ccccc1NC(=O)CCn1c(-c2ccc(OC)cc2)cc(C(C)=O)c1C,2%[15.4 µM]
COc1c(C)cc(S(=O)(=O)Nc2cccc(-c3ccc(N4CCOCC4)nn3)c2)c(C)c1C,-16%
COc1ccc(-c2csc(C(C)(O)c3cccnc3)n2)cn1 (stereo not drawn),-1%
Cc1ccccc1-c1csc(C(C)(O)c2cccnc2)n1 (stereo not drawn),-13%
Cn1nc(-c2ccccc2)cc1NC(=O)[C@@H]1O[C@H](CO)[C@H](O)[C@H](O)[C@H]1O,-4%
CCOC(=O)c1c(C)[nH]c(C)c1S(=O)(=O)N1CCC(C(=O)Nc2ccccc2CC)CC1,-4%
CCOC(=O)c1c(NC(=O)COc2ccc(Br)cc2)sc(C(C)=O)c1C,0%
CCc1ccc(-n2c(=O)c3sc4ccccc4c3n(CC(=O)NC3CCCCC3)c2=O)cc1,-4%
Cc1ccc(-c2nc3ccccn3c2Nc2ccc3c(c2)OCCO3)s1,-1%
CN(C)c1ccc(-c2ccnc3c2CC(C)(C(=O)NCCc2ccccc2)O3)cc1 (stereo not drawn),3%
Fc1cccc(CN2CCc3nc(Nc4ccc5c(c4)OCCO5)ncc3C2)c1F,-4%
CCc1ccccc1NC(=O)CSc1nc2c(oc3ccccc32)c(=O)n1C,-1%
Cc1c(C(=O)OCCOc2ccccc2)[nH]c2c1C(=O)CC(c1ccccc1Cl)C2 (stereo not drawn),2%
COC(=O)C[C@@H]1C[C@H]2c3cc(N(C)C)ccc3O[C@H]2[C@H](CO)O1,4%
CCc1ccc(OCCCSc2nc(-c3ccc(C(C)(C)C)cc3)nc3cc(=O)[nH]n23)cc1,-5%
O=c1[nH]c(=S)n2c(c1-c1ccccc1)OC(CBr)C2 (stereo not drawn),2%
CC(C)Oc1ccc(CSc2nnc3n(C)c(=O)c4c5c(sc4n23)CCCC5)cc1,-8%
Cc1ccccc1CN1CCN(C(=O)[C@H]2O[C@@H](n3cnc4c(N)ncnc43)[C@H](O)[C@@H]2O)CC1,-3%
CCc1sc(C(=O)NCCCN2CCCC2=O)cc1Br,-4%
COc1ncc2nc(-c3ccc(Cl)cc3)c(=O)n(-c3ccccc3)c2n1,2%
COc1ccc(CNC(=O)COCc2cc(-c3cccs3)on2)cc1OC,1%
Cc1ccc(C)c(Cn2c(CCCNC(=O)C3CCCCC3)nc3ccccc32)c1,-8%
Cc1cccc(NC(=O)c2ncn3c2C(=O)N[C@@H](C)C3)c1,0%
COCCN1C(=O)COc2ccccc2C1C(=O)Nc1c(C)cccc1C (stereo not drawn),-3%
CCc1cccc(NC(=O)Cn2c(=O)c(C(F)(F)F)nc3ccccc32)c1,-4%
COc1ccc([C@H]2C[C@@H](n3cc(C4CC4)nn3)[C@H](O)CN2Cc2cccs2)cc1,-1%
COc1ccc(NC(=O)C(C)n2nc(C)c3c(C)n(-c4ccccc4)nc3c2=O)cc1Cl (stereo not drawn),4%
CCOC(=O)c1ccc2c(c1)N(C(CC)C(=O)Nc1ccccc1OC)C(=O)c1ccccc1S2 (stereo not drawn),4%
Cc1ccc(C(=O)Nc2ccc3nc(SCC(=O)N4CCCc5ccccc54)sc3c2)cc1,-1%
COc1cc(C(=O)Nc2ccc(-n3c(C)nc4ccccc4c3=O)cc2)cc(OC)c1OC,1%
CCN(CC)S(=O)(=O)c1ccc2oc(C(=O)N(C)Cc3ccccc3)c(C)c2c1,1%
CC(=O)Nc1nonc1-c1nnc(SCC(=O)Nc2ccc(C)c(Cl)c2)n1-c1ccccc1,2%
Cn1cc(-c2ccc(C(=O)Nc3cccc(Oc4ccccc4)c3)c3occc23)cn1,-2%
Cc1cc(C)c2c(-n3cccc3)c(C(=O)NCC(C)c3ccccc3)sc2n1 (stereo not drawn),3%
COc1cc(NC(=O)Cn2ccn(Cc3ccccc3OC)c(=O)c2=O)cc(OC)c1,0%

# (list continues)
SMILES,TbPYK inhibitor
Cc1cccc(N2CCN(c3nc4ccccc4c4nnc(C)n34)CC2)c1C,1%
CCCCN(C(=O)c1ccccc1Br)C(c1ccc(OC)cc1)c1nc2ccccc2[nH]1 (stereo not drawn),0%
CCc1ccc(-c2nc(-c3cc4ccccc4oc3=O)sc2C)cc1,-1%
O=C1CCC(C2CCc3cc(O)ccc3C2)C1 (stereo not drawn),-4%
COc1ccccc1N1CCN(C(=O)C2CCN(S(=O)(=O)Cc3ccccc3)CC2)CC1,2%
CCc1ccc(NC(=O)CSc2nc3c(sc4ccccc43)c(=O)n2CCCOC(C)C)cc1,2%
C[C@@H]1CN([C@@H](C)CO)C(=O)CCCn2nncc2CO[C@H]1CN(C)C(=O)Nc1ccccc1F,5%
CCc1nc2ccc(C(=O)N(C)CCCN(C)C)cn2c1N(C=O)CCC(C)C,2%
CCOc1ccc2nc(NC(=O)c3nc(SCc4ccccc4F)ncc3Cl)sc2c1,1%
Cc1ccc(S(=O)(=O)Nc2cc3c(C(=O)OCc4ccccc4)c(C)oc3c3ccccc23)c(C)c1,-11%

# Some of the entries so far, with bars between the fields:
SMILES | TbPYK inhibitor
Cc1cccc(N2CCN(c3nc4ccccc4c4nnc(C)n34)CC2)c1C | 1%
CCCCN(C(=O)c1ccccc1Br)C(c1ccc(OC)cc1)c1nc2ccccc2[nH]1 (stereo not drawn) | 0%
CCc1ccc(-c2nc(-c3cc4ccccc4oc3=O)sc2C)cc1 | -1%
O=C1CCC(C2CCc3cc(O)ccc3C2)C1 (stereo not drawn) | -4%
COc1ccccc1N1CCN(C(=O)C2CCN(S(=O)(=O)Cc3ccccc3)CC2)CC1 | 2%

# The list continues.
SMILES,TbPYK inhibitor
CCN(CC1CCCO1)C(=O)CCc1nnc(CCc2ccccc2)o1 (stereo not drawn),1%
C[C@@H]1CN([C@@H](C)CO)C(=O)CCCn2nncc2CO[C@H]1CN(C)S(=O)(=O)c1ccc(C#N)cc1,-4%
COc1cc(CC(C)N)c(OC)cc1C (stereo not drawn),-9%[157 µM]
CCN(CC)CCNC(=O)c1ccc(NC(=O)c2cccc(S(=O)(=O)N3CCCCCC3)c2)cc1,-2%
O=C(CNCc1ccc(Cl)cc1)Nc1cc(S(=O)(=O)N2CCCC2)ccc1Cl,27%
Cn1c(NCc2cccnc2)nc2cc(-c3cccc(C(=O)NCCO)c3)sc2c1=O,4%
COc1ccc(C(CNC(=O)c2cc(S(=O)(=O)Nc3cccc(C)c3)ccc2C)N2CCOCC2)cc1 (stereo not drawn),-10%
C#CC1(O)CCC2C3CCc4cc(O)cc(C)c4C3CCC21C (stereo not drawn),-14%
COc1cccc(-c2nn(C)c3sc(C(=O)NCc4cc(OC)ccc4OC)cc23)c1,0%
COc1ccccc1CN1C(=O)C(Cc2ccccc2)ON=C1c1ncccc1C (stereo not drawn),0%

# Part of the list above in order of length of the SMILES, lowest first:
SMILES,TbPYK inhibitor
CCN(CC1CCCO1)C(=O)CCc1nnc(CCc2ccccc2)o1 (stereo not drawn),1%
Cn1c(NCc2cccnc2)nc2cc(-c3cccc(C(=O)NCCO)c3)sc2c1=O,4%
CCN(CC)CCNC(=O)c1ccc(NC(=O)c2cccc(S(=O)(=O)N3CCCCCC3)c2)cc1,-2%

# New compounds follow
SMILES,TbPYK inhibitor
COC(=O)[C@]12CCCCC=C1N(Cc1cccc3ccccc13)C(=O)[C@H](CC(=O)NCCc1ccccc1OC)C2,-9%
Cc1cc(Br)ccc1NC(=O)CN(C)C(=O)c1cccc(S(=O)(=O)N2CCN(C)CC2)c1,-2%
Cc1ccc(C(=O)c2oc3ccccc3c2NC(=O)c2cc(=O)c3ccccc3o2)cc1,-2%
C/C(=N\Nc1cc(Cl)nc(C)n1)c1ccc(C)cc1,-1%
NC(=O)C1=C(N=C2CCCCC2)CCCC1,-10%
CCOC(=O)c1ccc(NC(=O)C2=C(C)C(=O)OC23CCN(C(C)C)CC3)cc1,-3%
COc1cc(C(=O)N(Cc2ccc(F)cc2)Cc2ccco2)cc(OC)c1OC,1%
C[C@H]1CN([C@@H](C)CO)C(=O)CCCn2nncc2CO[C@@H]1CN(C)Cc1ccc2c(c1)OCCO2,6%
CC1(C(=O)NS(=O)(=O)C2CC2)CCCN(C(=O)c2ccc(C(F)(F)F)cc2)C1 (stereo not drawn),2%
COc1c(C)cc(C(O)c2ncc(-c3ccc(Cl)cc3)[nH]2)cc1C (stereo not drawn),5%
CCOc1ccccc1NC(=O)COC(=O)C1CCC1,4%
Cc1cc2c(cc(C(=O)OC(C)C(=O)NCc3ccc(F)cc3)n2C)o1 (stereo not drawn),-3%
C[C@H](NC(=O)c1ncn2c1C(=O)NC[C@H]2C)c1ccccc1,-3%
CCOC(=O)[C@]12CCC=C1N(Cc1ccc3c(c1)OCO3)C(=O)[C@H](CC(=O)NCc1cccc(C(F)(F)F)c1)C2,3%
COc1ccc(NC(=O)CSc2ncccc2C(=O)O)cc1OC,-13%
Cc1ccc(-c2ccc(CN3C(CC(C)C)C(=O)N(Cc4cn(CCC5OCCO5)nn4)CCS3(=O)=O)cc2)cc1 (stereo not drawn),10%
CC(=O)N1CCC2(CCCN(c3ncccn3)C2)CC1,4%
CC1C(=O)C(C)C(c2ccccc2)N(N=O)C1c1ccccc1 (stereo not drawn),-4%
COc1ccc2c(c1)c(CC(=O)Nc1c(C)cccc1C)c(C)n2C(=O)c1ccc(Cl)cc1,-7%
COc1ccc(NC(=O)C[C@H]2C(=O)N(c3ccc(Br)cc3)C[C@@H]2CSC)cc1,1%
Cc1cc(NS(C)(=O)=O)c(=O)n(Cc2cccc(C(F)(F)F)c2)c1,-4%
COc1ccc(NC(=O)Cn2c(=O)n(CCCC(=O)NCCc3ccc(C)cc3)c(=O)c3ccccc32)cc1Cl,1%
CC(=O)Nc1cccc(Nc2cc(C)nn2C)c1,1%
COc1ccc(C(=O)N2CCC3(CCCN(c4ncccn4)C3)CC2)cc1,3%
COc1ccccc1C(=O)NCCC(=O)N1CC(C)OC(C)C1 (stereo not drawn),5%

# Screening data (PubChem)
